High-throughput results (PubChem)
MOR-DOR ag: agonists of OPRM1-OPRD1 heterodimerization, primary screen, cell-based, luminescence. hit rate 0.3% among 340,000. Mu-type opioid receptor (Homo sapiens) + Delta-type opioid receptor (Homo sapiens), …. activation, % at 9.3 µM. AID 504326, 2011. cells; in the data active means activation above about 18%;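 further: 0% = vehicle-treated cells and 100% = reference agonist; values of inactives mirror those of a sister screen read the other way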
Target sequence (P35372 whole entry, looked up): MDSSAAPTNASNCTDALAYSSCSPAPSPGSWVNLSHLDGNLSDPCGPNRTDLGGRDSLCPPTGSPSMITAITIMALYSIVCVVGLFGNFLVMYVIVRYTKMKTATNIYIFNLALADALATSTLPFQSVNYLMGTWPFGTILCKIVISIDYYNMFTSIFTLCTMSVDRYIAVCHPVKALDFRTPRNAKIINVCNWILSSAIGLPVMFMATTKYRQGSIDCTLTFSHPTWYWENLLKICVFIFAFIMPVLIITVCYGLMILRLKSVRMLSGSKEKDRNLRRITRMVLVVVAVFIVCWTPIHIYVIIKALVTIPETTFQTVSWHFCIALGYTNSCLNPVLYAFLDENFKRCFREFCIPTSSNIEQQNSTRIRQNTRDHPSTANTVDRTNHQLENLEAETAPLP
Target sequence (P41143 whole entry, looked up): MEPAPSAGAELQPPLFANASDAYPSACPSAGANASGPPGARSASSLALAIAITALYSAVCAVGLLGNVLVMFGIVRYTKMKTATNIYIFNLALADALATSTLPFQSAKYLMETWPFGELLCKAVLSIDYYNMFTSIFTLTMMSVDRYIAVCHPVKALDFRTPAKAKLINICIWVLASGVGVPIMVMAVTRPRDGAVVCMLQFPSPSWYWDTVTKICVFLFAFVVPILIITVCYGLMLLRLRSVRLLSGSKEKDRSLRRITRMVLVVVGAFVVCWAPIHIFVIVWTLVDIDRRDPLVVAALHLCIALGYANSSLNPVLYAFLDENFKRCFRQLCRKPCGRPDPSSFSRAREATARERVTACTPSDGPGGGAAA
Mot1-301 SUMO: yeast Mot1-301 growth rescue at high temperature, primary screen, SUMOylation pathway inhibitor project, S. cerevisiae, ATP luminescence, 38.5C | S. cerevisiae Mot1-301 growth rescue; percent above DMSO median, 100 means doubled | growth rescue, % at 18.8 µM | hit rate 1% among 320,000 | AID 2716, 2010;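 active means every valid replicate shows activation above 250% relative to neutral control wells; inactive means the rest, any valid replicate at or below 250%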;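 further: OY570 slx delta 5 strain wells were the positive control but not used for scaling; some compounds called inactive have numbers as strong as hits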
phage Ecoli inh: growth loss of phage-infected E. coli, primary screen, RecBCD inhibitor project, absorbance, with phage, HTS | inhibition, % at 11.9 µM | hit rate 0.26% among 360,000; in the data active means inhibition above about 11%
PKA-R1A act: activators of PKA-R1A holoenzyme, primary screen, biochemical, fluorescence polarization, Cy5-IP20, bovine R1A, mouse PKAc | cAMP-dependent protein kinase type I-alpha regulatory subunit (Bos taurus) + … | PKA-R1A dissociation; scaled: DMSO 0%, 113 µM cGMP 100% | activation, % at 11.4 µM | hit rate 0.083% among 340,000;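 active means percent activation above the mean of all tested compounds plus 3 SD, cut at about 19% in these data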;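 further: higher means more PKAc released from R1A so a rise in polarization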
AddAB inh: growth inhibition of E. coli expressing H. pylori AddAB, primary screen, AddAB inhibitor project, absorbance; inhibition, % at 11.9 µM; hit rate 0.29% among 330,000; in the data active means inhibition above about 12%;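 further: 0% = vehicle wells of infected cells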
MOR-DOR inv ag: inverse agonists of MOR-DOR heterodimerization, primary screen, cell-based, luminescence; AID 504357, 2011; hit rate 0.21% among 340,000; inhibition, % at 9.3 µM; cell-based MOR-DOR heterodimer luminescence, inverse agonism; in the data active means inhibition above about 22%, passing the limit was not always enough;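 further: 0% = cells with DMSO and 100% = wells without cells with DMSO; values of inactives mirror those of a sister screen read the other way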
HTR5A inv ctr: HTR5A inverse agonists in luminescence cell assay, primary screen, counter-screen for OPRM1-OPRD1 heterodimer inverse agonist project, full-deck HTS; inhibition, % at 9.3 µM; hit rate 0.083% among 340,000; HTR5A cell line, inverse agonism; in the data active means inhibition mostly above about 23%, no sharp cut-off; inactive means mostly below about 18%;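 further: 0% = cells with DMSO and 100% = no-cell wells with DMSO; some compounds called inactive have numbers as strong as hits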
Pemphigus Ab inh: inhibitors of pemphigus antibody binding to DSG3, primary screen, biochemical, bead-based, flow cytometry, scFv-GFP; Desmoglein-3 (Homo sapiens), P32926; DSG3-coupled beads, scFv-anti-DSG3-GFP binding; stronger effect = lower value; binding (percent of control), % at 10 µM; hit rate 0.48% among 310,000;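 active means binding more than 3 SD below its plate's average and above zero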; further: some compounds called inactive have numbers as strong as hits
HTR5A ag ctr: HTR5A agonists in luminescence cell assay, primary screen, counter-screen for OPRM1-OPRD1 heterodimer agonist project, full-deck HTS. 5-hydroxytryptamine receptor 5A (Homo sapiens), P47898. cell-based. activation, % at 9.3 µM. hit rate 0.61% among 340,000; in the data active means activation mostly above about 9.5%, no sharp cut-off; inactive means mostly below about 7.6%;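 further: 0% = cells with vehicle only and 100% = reference agonist; strong numbers were not always called active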
PfHsp90 set2: growth inhibition of PfHsp90-expressing yeast, primary screen, antimalarial PfHsp90 inhibitor project, S. cerevisiae, BacTiter-Glo luminescence, single point, set 2; BacTiter-Glo ATP, 48 h; yeast lacking PDR1 and PDR3 efflux regulators; inhibition, % at 9.4 µM; hit rate 0.32% among 310,000;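 active means every replicate shows inhibition above about 80%, whatever the replicate mean, limit read from the data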;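 further: 0% = DMSO neutral controls and 100% = 20 µM radicicol positive controls; yeast relying on Plasmodium falciparum Hsp90 in place of its own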
Ecoli viability: E. coli V3065 growth inhibition, primary screen, counter-screen for AddAB inhibitor project, absorbance, OD600; 18 h; hit rate 0.27% among 330,000; inhibition, % at 11.9 µM; AID 449728, 2010;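 active means inhibition above the campaign's mean inhibition across all tested compounds plus 3 SD, cut at about 9.9% in these data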;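 further: uninfected addAB+ strain grown without phage in ampicillin broth; 0% = DMSO wells and 100% = ciprofloxacin 0.95 µg/ml wells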
Numbers without * were called inactive; nt = not tested or not shown; & = joins results of further samples.

Results follow in this order: MOR-DOR ag	PfHsp90 set2	PKA-R1A act	Mot1-301 SUMO	AddAB inh	MOR-DOR inv ag	Ecoli viability	phage Ecoli inh	Pemphigus Ab inh	HTR5A inv ctr	HTR5A ag ctr
#1 COc1ccc(N2CCN(C(=O)COC(=O)CCc3ccccc3)CC2)cc1
→ 0.6	-21	3	204	1.2	-3	2.8	1.8	nt	-2	1
#2 COc1ccc(C)c2sc(NC(=O)C3=COCCO3)nc12
→ 2.1	14	-10	0	-0.6	-12	2.3	2.4	111	-4	5
#3 O=C(OCC(=O)c1ccc[nH]1)c1ccc(Cl)nc1
→ -0.6	nt	-3	-1	-1.2	4	2.1	2.4	112	-1	0
#4 COCCNC(=O)c1ccc(N2CC3CC(C2)c2cccc(=O)n2C3)c(NC(=O)c2c(F)cccc2F)c1 (configuration not stated)
→ -1.2	31	0	-8	0.1	6	0.6	0.5	nt	17	1
#5 Cc1ccc(-c2nc3cccnc3s2)cc1NS(=O)(=O)c1ccc2c(c1)OCCO2
→ -0.1	89*	-4	17	-0.7	0	-2.7	3.6	102	-46	15
#6 CSc1ccccc1OCc1cc(C(=O)N2CCc3[nH]cnc3C2c2ccccn2)no1 (configuration not stated)
→ -6.8	-4	-2	-15	0.2	22	0.9	0.9	109	-6	4
#7 COc1cc(/C=C/C(=O)O)cc(S(=O)(=O)Nc2ccccc2Oc2ccccc2)c1OC
→ -1.7	-11	-5	-2	-0.9	9	-0.8	1.1	102	-5	4
#8 Nc1nc(CSCCO)nc(Nc2ccccc2)n1
→ -3.5	2	1	-2	1.2	21	-1.8	2.1	103	11	-3
#9 O=C(CCc1nc(-c2ccc(Cl)cc2)no1)OCc1ccc(Br)cc1
→ -0.5	-62	2	-21	1.2	3	-3.9	-6.2	108	-7	1
#10 COc1ccccc1NC(=O)/C(C#N)=C/C=C/c1ccco1
→ 5.8	-9	-12	-13	0.3	-32	-1.1	2.7	nt	-11	-2
#11 CNC(=S)N/N=C/c1ccc(-c2cc([N+](=O)[O-])ccc2Cl)o1
→ 3.6	-30	-6	-3	-0.8	-20	0.1	2.9	-12*	0	0
#12 CCNC(=O)COc1ccc(C=O)cc1OC
→ -3.3	25	-4	0	-3.0	17	-1.8	2.2	89	4	0
#13 CC(=O)NC(CC(=O)Nc1nc(C)cs1)c1ccccc1 (configuration not stated)
→ -2.1	0	4	-28	1.8	11	2.2	2.0	93	-12	4
#14 CC(C)[C@H](NC(=O)c1ccco1)C(=O)OCC(=O)N1CCc2ccccc21
→ -1.1	-7	-2	16	-1.0	6	-0.7	0.0	92	-2	-1
#15 COc1ccc(NC(=O)CCC(=O)Nc2nnc(C3CCCCC3)s2)cc1
→ -3.3	-3	3	-15	0.8	16	0.2	1.5	100	-39	-3
#16 Cc1cc(O)c(C(C)C)cc1N=Cc1ccc(N(C)C)cc1
→ -1.5	nt	-12	nt	nt	7	nt	0.7	95	3	-1
#17 N/C(=N\c1nc2ccccc2o1)NC(=O)c1ccccc1NC(=O)c1ccccc1
→ -1.4	-20	-3	-13	-2.2	8	-5.0	0.3	117	-11	-3
#18 CC[C@]12c3[nH]c4cc(-c5ccco5)ccc4c3CCN1C(=O)[C@@H](CC(=O)NCC13CC4CC(CC(C4)C1)C3)C[C@@H]2C(=O)N1CCN(C(=O)c2ccco2)CC1
→ -1.1	0	-7	nt	-2.8	6	-2.9	2.6	99	-4	1
#19 CCOCCCNC(=O)C1CCCN(S(=O)(=O)CC)C1 (configuration not stated)
→ -1.6	-13	3	5	-0.2	9	1.2	3.1	100	6	-2
#20 CSc1nnc(-c2sccc2OCc2ccccc2)n1C
→ -3.9	nt	5	nt	0.8	19	-1.4	-0.1	104	-18	7
#21 CC1CCCCC1NC1=NCCS1 (configuration not stated)
→ -1.2	4	-2	-12	4.5	7	1.3	2.8	nt	-7	0
#22 COc1ccc(O)c(C(=O)c2cnn(-c3ccccc3)c2)c1
→ 0.0	11	10	81	1.3	0	-1.4	0.6	nt	-26	2
#23 COc1ccc(C(=O)Nc2cccc(-c3cc4ccccc4oc3=O)c2)cc1[N+](=O)[O-]
→ -1.4	5	-5	-28	3.9	7	-3.5	1.0	89	-11	4
#24 CCOc1ccc(CSC(=N)N)cc1Cl
→ -0.6	1	-4	2	4.1	3	5.2	5.1	nt	-24	9
#25 CC1(c2nnc(-c3ccccc3)o2)CC(c2ccncc2)=NO1 (configuration not stated)
→ -0.2	16	2	-1	-1.6	1	-0.7	0.7	nt	-2	-3
#26 COc1ccc(/C=C2\CCC(C3CCCC3)C2=O)c(OC)c1OC (configuration not stated)
→ -2.0	5	5	10	-0.8	11	1.2	0.2	90	2	0
#27 CO/N=C\C(=N\Nc1ccc(OC)cc1)C(=O)c1ccccc1
→ 1.3	-15	-1	-7	1.6	-8	-0.2	2.3	105	-6	4
#28 COc1ccccc1C(=O)N/C(=C\c1ccc(Br)cc1)C(=O)N1CCCC1
→ nt	nt	nt	-6	-1.3	nt	3.3	2.1	107	nt	nt
#29 CC(=O)c1c(C)oc2c1cc(O)c1ccccc12
→ 1.9	-31	-8	-2	-3.7	-10	-2.7	2.3	90	-6	6
#30 COc1ccc(NS(=O)(=O)c2ccc(Cl)s2)cn1
→ -2.9	-2	-5	9	1.6	14	0.2	0.8	101	-3	-2
#31 COc1ccc(Cn2c(C)nc3c(c(=O)c4ccccc4n3C)c2=O)cc1
→ -3.7	-1	-2	7	2.1	19	-1.5	4.9	102	1	4
#32 O=C(COC(=O)CNS(=O)(=O)c1cccc(Br)c1)NC(=O)Nc1ccc2c(c1)OCCO2
→ -1.1	10	12	-16	-2.4	6	-1.3	3.2	96	1	2
#33 O=C(NCCc1cccs1)C1CC1
→ -2.1	9	0	-9	0.3	10	-1.2	0.0	nt	-15	6
#34 COc1c(O)ccc(/C=C(\C#N)c2nc3ccccc3[nH]2)c1[N+](=O)[O-]
→ -0.3	-11	-6	-1	1.3	2	-0.2	4.0	103	18	-3
#35 COc1ccc(CC(=O)N/N=C(\C)c2ccccn2)cc1
→ -0.5	-8	-15	10	-2.9	4	-1.8	nt	94	3	-3
#36 CC(C)(C)n1nc2c(c1NC(=O)c1ccccc1C(F)(F)F)CS(=O)(=O)C2
→ -0.1	8	-8	11	2.0	0	2.5	4.2	108	5	-2
#37 CC1(C)Oc2ccc3ccc(=O)oc3c2/C(=C/Nc2ccc(O)cc2)C1=O
→ 15	-38	4	984*	-0.1	-75	0.1	1.9	99	5	2
#38 CCN(C(=O)CN1C(=O)NC(CCSC)C1=O)C1CCS(=O)(=O)C1 (configuration not stated)
→ -1.2	8	-6	4	-1.3	5	-1.6	3.9	101	3	-3
#39 Cc1cccc(C(=O)Nc2cc(OCc3cccc(F)c3)c(Cl)cc2Cl)c1
→ -2.7	nt	-6	-1	-0.7	13	-1.4	2.0	116	2	-1
#40 COc1ccc(NC(=O)c2cc3c(s2)CCC3)cc1S(=O)(=O)N1CCOCC1
→ -0.8	nt	-9	-2	-1.4	4	-2.2	3.2	nt	4	-6
#41 C=CC[C@@H](CC(=O)N[C@H](CO)Cc1ccccc1)C(=O)N[C@H](COC(=O)[C@@H](CC=C)CC(=O)OC(C)(C)C)Cc1c[nH]c2ccccc12
→ 5.1	-15	-5	0	0.1	-28	0.2	1.4	93	-18	7
#42 C[C@@]12CCC=C[C@H]1[C@H](c1ccc3ccccc3c1/C=C/c1ccccc1)N(Cc1ccccc1)C2=O
→ -1.0	-13	-10	3	2.9	5	2.2	-2.0	95	11	-4
#43 O=C(NC1CCCC1)C(c1ccncc1)N(Cc1ccco1)C(=O)c1ccc(-c2ccccc2)[nH]1 (configuration not stated)
→ -2.9	-7	2	-10	0.5	13	-1.4	1.4	97	6	-2
#44 CCN(C(=O)COC(=O)c1cc(-c2ccccc2)nn1-c1ccccc1)C1CCS(=O)(=O)C1 (configuration not stated)
→ 1.6	-12	-6	nt	-2.0	-9	-2.1	-1.3	105	-30	2
#45 CCOCC(O)CNc1ccccc1 (configuration not stated)
→ -3.0	-11	-7	-17	4.2	14	1.0	2.7	104	14	2
#46 COc1cc(/C=C/c2cccc[n+]2C)ccc1OCC(=O)Nc1ccccc1C
→ 0.2	12	-5	-4	2.6	-1	-0.4	2.7	91	-6	0
#47 COc1ccc2[nH]c(=O)c(CN(Cc3nnnn3CCc3ccccc3)CC3CCCO3)cc2c1 (configuration not stated)
→ 0.0	5	12	-14	-0.2	0	0.8	1.0	103	-9	3
#48 CC(=O)Nc1ccc(S(=O)(=O)NC2=C(N3CCN(Cc4ccccc4)CC3)C(=O)c3ccccc3C2=O)cc1
→ 55*	-9&-20	8&-4	76	1.6	-288&-183	-3.3	1.7&4.7	112&104	7&23	-2&-9
#49 O=C(Cc1cccs1)NCCc1ccc(Cl)cc1
→ -2.1	-21	-1	-2	2.5	9	1.8	0.9	115	4	-2

Whole records as entered above.
`CCOCC(O)CNc1ccccc1` (configuration not stated) as listed: MOR-DOR ag: -3.0; PfHsp90 set2: -11; PKA-R1A act: -7; Mot1-301 SUMO: -17; AddAB inh: 4.2; MOR-DOR inv ag: 14; Ecoli viability: 1.0; phage Ecoli inh: 2.7; Pemphigus Ab inh: 104; HTR5A inv ctr: 14; HTR5A ag ctr: 2
`O=C(Cc1cccs1)NCCc1ccc(Cl)cc1` as listed: MOR-DOR ag: -2.1; PfHsp90 set2: -21; PKA-R1A act: -1; Mot1-301 SUMO: -2; AddAB inh: 2.5; MOR-DOR inv ag: 9; Ecoli viability: 1.8; phage Ecoli inh: 0.9; Pemphigus Ab inh: 115; HTR5A inv ctr: 4; HTR5A ag ctr: -2
